NPC1 promoter act = activators of NPC1 promoter; AID 485313; 320,000 tested, 2.4% active; Huh7 NPC1 promoter luciferase reporter, 24 h; Potency, µM (titrated, usually from 9.22 µM), without a hit: top-dose activation, usual class: activators;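 further: potency means the concentration at half of the fitted maximal effect; % of control where 0% means no effect; nearly all actives have a fitted effect of over 60% in size; reporter is driven by a mutant NPC1 promoter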
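Compounds in DMSO were transferred onto Huh7 NPC1-luciferase reporter cells pre-incubated 2 h; after 24 h at 37 °C, Amplite reagent was dispensed and luminescence recorded 10 min later.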
Rab9 promoter act = activators of Rab9 promoter; 320,000 tested, 2.8% active; Huh7 Rab9 promoter-luciferase reporter, luminescence, 24 h; Potency, µM (top dose mostly 9.22 µM), inactives show at the highest dose activation, negative = inhibition, usual class: activators; further: potency means the concentration at half of the fitted maximal effect; % of control where 0% means no effect; nearly all actives have a fitted effect of over 60% in size
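Huh7 reporter line, Rab9 promoter upstream of luciferase. Compound exposure 24 h at 37 °C in reduced-serum medium with 10% FBS. Read-out: luminescence.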
RORg inh = inhibitors of mouse ROR gamma transcriptional activity | 310,000 tested, 5.4% active | Potency, µM (titrated, usually from 53.6 µM), inactives show at the highest dose activity change, negative = inhibition, usual class: inhibitors | P51450 | Drosophila S2 Gal4-RORgamma UAS-luciferase reporter, 20 h; further: potency means the concentration at half of the fitted maximal effect; on the % scale 0 is the no-effect control and ±100 the full control effect; nearly all actives have a fitted effect of over 60% in size
Target sequence (P51450 whole entry, looked up, the tested form may be a part): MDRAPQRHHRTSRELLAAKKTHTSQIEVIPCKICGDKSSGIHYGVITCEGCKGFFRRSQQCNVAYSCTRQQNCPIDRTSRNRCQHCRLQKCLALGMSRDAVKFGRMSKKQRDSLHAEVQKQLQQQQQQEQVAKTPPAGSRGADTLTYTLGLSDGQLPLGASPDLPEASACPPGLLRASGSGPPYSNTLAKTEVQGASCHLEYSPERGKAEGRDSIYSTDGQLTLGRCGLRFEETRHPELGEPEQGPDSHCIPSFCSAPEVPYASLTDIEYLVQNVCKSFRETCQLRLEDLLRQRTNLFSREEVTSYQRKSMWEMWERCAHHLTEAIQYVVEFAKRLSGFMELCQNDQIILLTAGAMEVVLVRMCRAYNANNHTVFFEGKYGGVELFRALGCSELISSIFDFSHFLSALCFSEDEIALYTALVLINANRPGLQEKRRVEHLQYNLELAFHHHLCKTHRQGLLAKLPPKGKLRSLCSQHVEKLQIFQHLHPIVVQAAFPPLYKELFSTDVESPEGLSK
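Luminescence from a UAS-regulated Photinus luciferase reporter in stably transfected Drosophila Schneider cells is measured; decreased signal marks ROR gamma inhibition. Fusion expression is induced by 700 uM copper sulfate for 20 hr.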
FLuc counter = inhibits or activates purified firefly luciferase, miR-21 counter-screen. P08659. purified FLuc, Km substrates, luminescence inhibition. Potency, µM (top dose mostly 57.5 µM), without a hit: at the top dose activity change, negative = inhibition, hits mostly inhibitors. 360,000 tested, 6.9% active. AID 588342;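 further: potency means the concentration at half of the fitted maximal effect; plate controls were vehicle for no effect and reference inhibitor for full effect; nearly all actives have a fitted effect of over 55% in size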
Target sequence (P08659 whole entry, looked up): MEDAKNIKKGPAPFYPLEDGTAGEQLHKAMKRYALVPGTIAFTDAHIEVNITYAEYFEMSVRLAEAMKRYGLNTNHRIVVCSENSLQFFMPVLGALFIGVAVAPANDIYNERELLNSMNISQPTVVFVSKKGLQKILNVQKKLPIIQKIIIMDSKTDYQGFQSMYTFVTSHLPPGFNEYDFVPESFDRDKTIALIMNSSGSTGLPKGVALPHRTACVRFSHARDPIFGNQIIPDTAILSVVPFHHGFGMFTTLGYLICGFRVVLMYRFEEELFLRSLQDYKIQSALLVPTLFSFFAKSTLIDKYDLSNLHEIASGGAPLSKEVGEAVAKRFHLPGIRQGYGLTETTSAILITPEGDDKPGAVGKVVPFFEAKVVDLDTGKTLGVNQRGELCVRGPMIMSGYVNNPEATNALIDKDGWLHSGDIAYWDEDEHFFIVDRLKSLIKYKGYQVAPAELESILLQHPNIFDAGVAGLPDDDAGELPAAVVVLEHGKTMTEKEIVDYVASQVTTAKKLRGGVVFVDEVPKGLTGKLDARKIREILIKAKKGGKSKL
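Purified P. pyralis luciferase (10nM final) with 10uM D-luciferin and 10uM ATP (Km levels) in 50mM Tris acetate pH 7.5, 10mM Mg acetate, 0.01% Tween-20, 0.05% BSA; qHTS 6-point titration, ~60 µM downward; luminescence read.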
Tb PFK block = T. brucei PFK enzyme inhibition. O15648. T. brucei PFK, ADP-Glo luminescence. Potency, µM (series often up to 57.5 µM), for the others: top-dose activity, negative = inhibition, hits mostly inhibitors. 330,000 tested, 0.17% active. AID 485367;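 further: potency means the concentration at half of the fitted maximal effect; 0% = uninhibited 1x PFK enzyme wells and -100% = no-enzyme wells; nearly all actives have a fitted effect of over 60% in size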
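Luminescent ADP detection (ADP-Glo, two-step: ATP depletion then ADP-to-ATP conversion for luciferase) reported PFK activity after 45 min room-temperature reaction of 1.25 nM enzyme with 0.5 mM F6P and 0.1 mM ATP at pH 8.0.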
Giardia killer = kills Giardia lamblia. Giardia lamblia trophozoite viability. activity change, % at 7.66 µM, hits read low. 340,000 tested, 0.15% active. AID 540267; in the data active means activity change below about -80%; inconclusive means between about -30% and that limit;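 further: parasites exposed to compound for two days anaerobically before the ATP read; on the % scale 0 is the no-effect control and ±100 the full control effect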
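Giardia lamblia trophozoites (100 cells/well) were incubated with compounds for 48 h at 37 deg C under anaerobic conditions. Viability was read as ATP content by one-step luminescence after 15-30 min at room temperature.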
KCNH2 3.1 block = KCNH2 3.1 (human) potassium channel inhibition | U2OS KCNH2 3.1, thallium flux FluxOr; active compounds read low | activity change, % (tested at about 1.8 µM) | 340,000 tested, 0.95% active;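 active means maximum activity change below -70%; inconclusive means maximum activity change from -70% to -50%; inactive means maximum activity change above -50%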;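 further: thallium influx rate constant from kinetic fluorescence after stimulation buffer; on the % scale 0 is the no-effect control and ±100 the full control effect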
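Steps: virus added to U2OS suspension (4 h, RT, dark); medium with 10% FBS added, cells plated, 37 C overnight; FluxOr/Red40 loading buffer 45 min RT; stimulation buffer, 2 min kinetic read; rate constant normalized.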
uPA generation = blocks generation of uPA at the cell surface; cell surface uPA generation assay, qHTS; Potency, µM (top dose mostly 38.3 µM), inactives show at the highest dose activity change, negative = inhibition, actives largely listed as inhibitors; 330,000 tested, 0.31% active; AID 540303; active means well fitted inhibition curve with a large enough effect; inconclusive means small, poorly fitted or top-dose-only effect; inactive means no such curve, though single readings can be large or run the other way; tested in mouse RAW 264.7 cells; further: potency means the concentration at half of the fitted maximal effect; on the % scale 0 is the no-effect control and ±100 the full control effect; nearly all actives have a fitted effect of over 55% in size
Coupling enz = counter-screen for Giardia aldolase inhibitors: coupling enzyme system | 290,000 tested, 0.67% active | activity change, negative = inhibition, % at 58.2 µM, hits read low | coupling enzyme system counterscreen, AmpLite Red fluorescence; in the data active means activity change below about -30%; further: on the % scale 0 is the no-effect control and ±100 the full control effect
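Activity here indicates interference with the coupling reaction, not aldolase inhibition. Compounds at 57.5 uM final met coupling enzymes for 10 min at RT; substrate and AmpLite Red detection followed, with a 525/598 nm fluorescence read after 20 min.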
Gal4-VP16 FLuc = counter-screen for ROR gamma inhibitors: Gal4-VP16 reporter; Drosophila S2 Gal4-VP16 UAS-luciferase, luminescence, 20 h; Potency, µM (series often up to 53.6 µM), for inactives: at the highest dose activity, negative = inhibition, hits mostly inhibitors; 310,000 tested, 3.5% active; AID 2546;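 further: Gal4-VP16 expression switched on by copper sulfate through the metallothionein promoter; potency means the concentration at half of the fitted maximal effect; on the % scale 0 is the no-effect control and ±100 the full control effect; nearly all actives have a fitted effect of over 50% in size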
ELG1 genotoxic = inducers of genotoxicity in HEK293T ELG1-luciferase cells; HEK293T ELG1-luciferase reporter, luminescence, 16 h; Potency, µM (doses to about 46 µM), inactives show at the top dose activity change, positive = activation, usual class: activators; 330,000 tested, 1.3% active; further: potency means the concentration at half of the fitted maximal effect; % of control where 0% means no effect; nearly all actives have a fitted effect of over 60% in size
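HEK293T cells expressing luciferase-tagged ELG1 were exposed to compound or DMSO vehicle for 16 hr at 37 °C and 5% CO2. Luciferase activity was then measured with ONE-Glo after 30 min at room temperature.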
* = called active by the depositor; ? = inconclusive; . = not tested or not shown; & = joins results of further samples; [ ] = remark or other dose. Unless noted, the call rests on the fitted dose curve; in most records, active means well fitted curve in the direction sought with a large enough effect; inconclusive means small, poorly fitted or top-dose-only effect, or another doubt; inactive means no such curve, though single readings can be large; an effect the other way counts as inactive or inconclusive. This is a subset; the hit share may differ from the screen's.

SMILES	NPC1 promoter act	Rab9 promoter act	RORg inh	FLuc counter	Tb PFK block	Giardia killer	KCNH2 3.1 block	uPA generation	Coupling enz	Gal4-VP16 FLuc	ELG1 genotoxic
CSc1ccc(C(=O)C2CCCN(Cc3cc4ccccc4[nH]3)C2)cc1 (configuration not stated)	-3%	-12%	3%	-9%	-2%	19	-104*	-1%	1	-8%	-7%
Cc1c(N=Cc2c(O)n(Cc3ccccc3)c(=O)[nH]c2=O)c(=O)n(-c2ccccc2)n1C	1%	-9%	33%	-1%	10%	11	-5	-3%	2	-17%	0%
CCN1CCN(c2ncnc3ccc(Br)cc23)CC1	3%	-13%	-6%	-3%	3%	3	-7	6%	-3	10%	-22%
COC(=O)CC1(CC(=O)OC)C(=O)N(c2ccccc2)C(=O)N(c2ccccc2)C1=O	-5%	1%[1.84 µM]	9%	0%	0%	-12	8	2%	0	2%	2%
Cc1nn(Cc2ccccc2Cl)c(C)c1C(=O)OCC(=O)NC1CCCC(C)C1C (configuration not stated)	-1%	-4%	7%	2%	-1%	8	-2	1%	-1	-14%	-1%
O=c1cccc2n1CC1CC2CN(Cc2c(F)cccc2Cl)C1 (configuration not stated)	-2%	1%	-8%	2%	0%	3	-25	-5%	5	20%	0%
CC(=O)Nc1nnc(SCC(=O)NCCOc2ccccc2)s1	5%	?	-23%	2%[2.3 µM]	-4%	3	1	5%	1	1%	-2%
CN(C)C(=O)Oc1c(Cl)cc(Cl)c2ccccc12	-2%	12%	3%	0%	0%	16	-17	0%	2	2%	2%
Cc1cc(N(CCCl)CCCl)ccc1/C=N/NC(=O)c1ccco1	28%	15%	25%	?	1%	-8	10	-10%	-8	-5%	9%
Fc1ccc(NC(=S)Nc2ccc(F)c(Cl)c2)cc1Cl	-2%	-12%	1.8µM*	-1%	?	6	5	4%	-3	-23%	-8%
O=[N+]([O-])c1ccc(N2CCCC2)c2ccncc12	2%	13%	10%	0%	-4%	?	-1	17%	-15	-28%	-17%
COc1ccc(NC(=S)NC(NC(=O)CF)C(Cl)(Cl)Cl)c([N+](=O)[O-])c1 (configuration not stated)	0%	2%	-13%	7%	3%	3	-5	-2%	1	?	1%
NC(N)=NOCC[C@H](N)C(=O)O	-3%[46.1 µM]	-8%[46.1 µM]	19%	.	.	.	.	.	1&-1	1%	.
COc1cc(C(=O)N/N=C/c2ccc(OC(=O)N3CCOCC3)cc2)cc(OC)c1OC	-3%	-10%	-18%	-1%	-1%	-1	-7	?	5	-8%	10%
COc1cccc(C2(O)CCN(Cc3ccncc3)CC2)c1	-1%	-2%	20%	6%	1%	24	29	10%	0	2%	-3%
CCOC(=O)C1C(=O)NC2(C)CC1c1cc(OC)ccc1O2 (configuration not stated)	0%	2%	17%[10 µM]	-2%	1%	5	15	-2%	-1	12%	0%
CN1CCC(c2c[nH]c3ccccc23)C1 (configuration not stated)	-2%	-2%	-38%	-2%	-3%	27	-8	5%	-1	-3%	-1%
CCCCN1C(=O)/C(=C/c2ccc(N3CCCCCC3)cc2)C(=O)NC1=S	-3%	1%	8%	-3%	-4%	.	.	.	-1	1%	4%
O=C(CCN1CCOCC1)NCC(=O)Nc1ccc(Br)cc1C(=O)c1ccccc1	1%	-1%	-11%	1%	-2%	-12	1	-4%	1	1%	-1%
O=C(c1ccc(Br)cc1)C12CN3CN(CN(C3)C1)C2	-6%	-2%	2%	-2%	-1%	-5	-8	5%	-2	12%	29%
COC(=O)NC(=S)Nc1ccccc1NC(=S)NC(=O)OC	.	.	?	.	.	-3	10	?	-1	0%&1%	.
O=C(c1csc2c1CCCCC2)N1CCC2(CC1)OCCO2	2%	2%	?	2%	2%	16	6	8%	3	11%	3%
COc1cccc(CNCCc2cccc(F)c2)c1OC	0%	1%	5%	5%	-2%	3	-10	4%	0	-4%	-4%
O=C(NCc1ccc(C(=O)N2CCC3(CC2)OCCO3)cc1)c1cccc(Br)c1	-1%	13%	21%	-1%	0%	2	16	.	5	-2%	0%
COc1ccc2c(c1)c(CCN)c(C)n2Cc1ccccc1	-3%	-13%	-34%	0%	-1%	-10	8	0%	0	-20%	-5%
COc1cc2c(cc1OC)-c1c3c(cc4c1[C@@H](C2)N(C)CC4)OCO3	0%	-4%	?	3%	-2%	0	4	?	-29	13µM*	16%
Clc1ccc2c(c1)C(c1ccccc1Cl)=NCc1nncn1-2	-3%	-1%	-6%	-9%	0%	15	-13	-1%	3	-8%	5%
COc1cc(C(C)=O)ccc1OCc1cc(C(=O)N(C)CCC2CCCCO2)no1 (configuration not stated)	2.2µM*	1.6µM*	5%	6.7µM*	16%	18	-14	16%	2	1%	?
CCOP(=O)(OCC)Oc1cc(C)c(N(C)C)c(C)c1	0%	-1%	-1%	5%	-6%	4	0	0%	-5	-3%	-6%
Cc1ccc(Cl)cc1-n1c(O)c(C=NCCCN2CCOCC2)c(=O)[nH]c1=O	0%	11%	-11%	2%	-1%	-9	2	4%	-2	1%	0%

Reprinted from the listing for reference:
SMILES	NPC1 promoter act	Rab9 promoter act	RORg inh	FLuc counter	Tb PFK block	Giardia killer	KCNH2 3.1 block	uPA generation	Coupling enz	Gal4-VP16 FLuc	ELG1 genotoxic
COc1ccc2c(c1)c(CCN)c(C)n2Cc1ccccc1	-3%	-13%	-34%	0%	-1%	-10	8	0%	0	-20%	-5%
COc1cc2c(cc1OC)-c1c3c(cc4c1[C@@H](C2)N(C)CC4)OCO3	0%	-4%	?	3%	-2%	0	4	?	-29	13µM*	16%
Clc1ccc2c(c1)C(c1ccccc1Cl)=NCc1nncn1-2	-3%	-1%	-6%	-9%	0%	15	-13	-1%	3	-8%	5%
COc1cc(C(C)=O)ccc1OCc1cc(C(=O)N(C)CCC2CCCCO2)no1 (configuration not stated)	2.2µM*	1.6µM*	5%	6.7µM*	16%	18	-14	16%	2	1%	?
CCOP(=O)(OCC)Oc1cc(C)c(N(C)C)c(C)c1	0%	-1%	-1%	5%	-6%	4	0	0%	-5	-3%	-6%
Cc1ccc(Cl)cc1-n1c(O)c(C=NCCCN2CCOCC2)c(=O)[nH]c1=O	0%	11%	-11%	2%	-1%	-9	2	4%	-2	1%	0%

Remaining list, next part.
SMILES	NPC1 promoter act	Rab9 promoter act	RORg inh	FLuc counter	Tb PFK block	Giardia killer	KCNH2 3.1 block	uPA generation	Coupling enz	Gal4-VP16 FLuc	ELG1 genotoxic
COc1ccc(C[C@@H]2c3cc(O)c(OC)cc3CCN2C)cc1O	-2%	-2%	24%	1%	0%	34[activator]	.	12%	4	-5%	0%
CN(C)CCN=Cc1c(O)n(Cc2ccco2)c(=O)[nH]c1=O	1%	-3%	-2%	2%	-4%	-1	-3	0%	6	-6%	1%
O=C(Cn1c2c(c(-c3ccccc3Cl)cc1=O)CCC2)N1CCC2(CC1)OCCO2	-3%	-7%	6%[0.365 µM]	2%	0%	-2	1	-3%	-2	.	6%
CCN(CC)c1ccc(CN(C)CCc2ccc(OC)c(OC)c2)cc1	1%	-4%	11%	1%	-1%	-1	-20	.	-1	0%	-1%
N#Cc1cc2c(nc1SCC(=O)Nc1cc(Cl)cc(Cl)c1)C1CCN2CC1	-3%	-3%	-2%	5%	-3%	-4	-1	.	3	-9%	0%
Cc1ccc(N2C(=O)NC(=O)/C(=C/c3ccc(OC(=O)c4cccs4)cc3)C2=O)cc1	1%	-2%	3%	?	15%	-11	3	2%	5	-8%	1%
FC(F)(F)c1ccccc1CN1CCN(Cc2ccccc2)CC1	-3%	-3%	11%	9%	-1%	-2	-5	17%	1	4%	1%
COC(=O)C1=C(c2ccc(C(C)=O)cc2)C[C@@H]2CC[C@H]1N2C(=O)NC1CC1	-1%	1%	.	-2%	0%	-17	5	6%	.	.	7%

Another view of 2 compounds above:
Results follow in this order: NPC1 promoter act, Rab9 promoter act, RORg inh, FLuc counter, Tb PFK block, Giardia killer, KCNH2 3.1 block, uPA generation, Coupling enz, Gal4-VP16 FLuc, ELG1 genotoxic
> CCN(CC)c1ccc(CN(C)CCc2ccc(OC)c(OC)c2)cc1
 : 1%, -4%, 11%, 1%, -1%, -1, -20, ., -1, 0%, -1%
> FC(F)(F)c1ccccc1CN1CCN(Cc2ccccc2)CC1
 : -3%, -3%, 11%, 9%, -1%, -2, -5, 17%, 1, 4%, 1%
